# HttQ103 aggreg = inhibitors of mutant huntingtin aggregate formation in PC12 cells | PC12 HttQ103-GFP aggregates, Acumen cytometry, 40 h | Potency, µM (doses to about 46.1 µM), inactives show at the highest dose activity change, negative = inhibition, usual class: inhibitors | 220,000 tested, 1.1% active | AID 1688; note: potency is the fitted concentration of half-maximal effect; % is set by controls: 0 for no effect and ±100 for the full control effect; nearly all actives have a fitted effect of over 60% in size
#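 Inducible Q103 Huntingtin exon 1–GFP PC12 line, 1500 cells/well in phenol red free DMEM with 5% equine and 5% calf serum. Tebufenozide 100 nM induced expression; compounds titrated; aggregates quantified by cytometry.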
# Epigenetic derep = regulators of epigenetic silencing causing reporter derepression in mouse cells. Potency, µM (series often up to 53.9 µM), for the others: top-dose GFP activation, usual class: activators. 280,000 tested, 0.2% active. murine LDR cells, GFP reporter derepression, 30 h; note: potency is the fitted concentration of half-maximal effect; % of control where 0% means no effect; nearly all actives have a fitted effect of over 60% in size
#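 Murine LDR cells bearing a silenced CMV-driven GFP reporter were exposed to compound for 30 h at 37 C. After PBS washes, GFP-positive cells (20-120 um objects) counted by laser-scanning microplate cytometry.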
# L3MBTL1 inh = L3MBTL1 (human) inhibition | Q9Y468 | AlphaScreen L3MBTL1–H3K9me1 peptide binding | Potency, µM (titrated, usually from 57.1 µM), for inactives: at the highest dose activity, negative = inhibition, usual class: inhibitors | 230,000 tested, 0.66% active | AID 485360; note: potency is the fitted concentration of half-maximal effect; % is set by controls: 0 for no effect and ±100 for the full control effect; nearly all actives have a fitted effect of over 60% in size
#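 Read-out is AlphaScreen signal from streptavidin donor and nickel chelate acceptor beads (10 ug/mL final each) bridging L3MBTL1 (50 nM) and biotinylated K9-monomethylated H3(1-15) peptide (75 nM), after 30 min compound exposure at room temperature.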
# CBFb RUNX1 block = CBF-beta/RUNX1 interaction disruption. Q01196+Q13951. AlphaScreen CBFb-His/RUNX1-biotin binding, biochemical. Potency, µM (titrated, usually from 59.8 µM), without a hit: top-dose activity, negative = inhibition, hits mostly inhibitors. 230,000 tested, under 10 active; note: % of control where 0% means no effect
# Target sequence (Q01196 whole entry, looked up): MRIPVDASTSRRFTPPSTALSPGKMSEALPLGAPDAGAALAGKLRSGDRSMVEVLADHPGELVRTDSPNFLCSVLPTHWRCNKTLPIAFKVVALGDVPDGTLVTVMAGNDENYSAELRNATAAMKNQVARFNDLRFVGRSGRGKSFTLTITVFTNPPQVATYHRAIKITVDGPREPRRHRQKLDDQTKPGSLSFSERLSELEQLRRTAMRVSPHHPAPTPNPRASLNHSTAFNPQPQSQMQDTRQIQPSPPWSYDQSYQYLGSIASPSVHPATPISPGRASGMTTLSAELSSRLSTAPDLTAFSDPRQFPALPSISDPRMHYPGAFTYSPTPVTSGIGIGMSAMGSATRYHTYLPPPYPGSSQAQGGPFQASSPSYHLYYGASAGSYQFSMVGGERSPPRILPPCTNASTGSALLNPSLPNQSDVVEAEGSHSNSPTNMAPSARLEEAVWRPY
# Target sequence (Q13951 whole entry, looked up): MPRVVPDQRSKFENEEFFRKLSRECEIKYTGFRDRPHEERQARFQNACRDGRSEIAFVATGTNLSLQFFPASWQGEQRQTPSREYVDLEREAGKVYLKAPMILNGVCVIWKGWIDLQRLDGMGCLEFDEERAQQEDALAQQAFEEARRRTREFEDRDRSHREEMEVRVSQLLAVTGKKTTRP
#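 Room-temperature protein-protein interaction test with 30 nM each of His-tagged CBF-beta and biotinylated RUNX1, 15 min with compound, then 90 min with nickel plus streptavidin beads. Signal read in AlphaScreen mode.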
# Luc counter = Kinase-Glo luciferase inhibition (counter-screen) | Q27757 | Kinase-Glo luciferase, ATP luminescence, 8 min | Potency, µM (series often up to 38.3 µM), for inactives: at the highest dose activity change, negative = inhibition, actives largely listed as inhibitors | 200,000 tested, 0.28% active | AID 1379; note: potency is the fitted concentration of half-maximal effect; % is set by controls: 0 for no effect and ±100 for the full control effect; nearly all actives have a fitted effect of over 60% in size
#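 Compound is pinned into ATP-containing buffer (10 uM ATP, imidazole pH 7.2, 7 mM MgCl2). Kinase-Glo luciferase reagent is then added. Light output is recorded following an 8-min room-temperature incubation.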
# IMPase Li cell = membrane-permeable IMPase blocker, potentiated with lithium; CHO-M1 cells, IP1 TR-FRET (IP-One), carbachol + lithium; Potency, µM (series often up to 59.4 µM), inactives show top-dose activity, negative = IMPase inhibition, hits mostly inhibitors; 210,000 tested, 0.35% active;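 note: IP1 builds up when IMPase is blocked and the TR-FRET signal falls; potency is the fitted concentration of half-maximal effect; plate controls were basal vehicle for no effect and high inhibitor control for full effect; nearly all actives have a fitted effect of over 50% in size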
#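 Readout is a homogeneous TR-FRET IP1 immunoassay (Ex 320, Em 665 and 620), where raised cytosolic IP1 lowers signal. Cells were CHO-M1 treated 30 min at 37C with test compounds plus a little lithium; AC50 values came from Hill-equation fitting.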
# NPSR antag = antagonists of human neuropeptide S receptor cAMP signaling; CHO-NPSR cells, cAMP TR-FRET, antagonist mode; Potency, µM (top dose mostly 38.3 µM), for the others: at the highest dose activity change, negative = inhibition, most hits filed as inhibitors; 220,000 tested, 1% active; AID 1461; note: potency is the fitted concentration of half-maximal effect; % is set by controls: 0 for no effect and ±100 for the full control effect; nearly all actives have a fitted effect of over 50% in size; many of its hits are not listed in these tables
# Target sequence (Q6W5P4 whole entry, looked up): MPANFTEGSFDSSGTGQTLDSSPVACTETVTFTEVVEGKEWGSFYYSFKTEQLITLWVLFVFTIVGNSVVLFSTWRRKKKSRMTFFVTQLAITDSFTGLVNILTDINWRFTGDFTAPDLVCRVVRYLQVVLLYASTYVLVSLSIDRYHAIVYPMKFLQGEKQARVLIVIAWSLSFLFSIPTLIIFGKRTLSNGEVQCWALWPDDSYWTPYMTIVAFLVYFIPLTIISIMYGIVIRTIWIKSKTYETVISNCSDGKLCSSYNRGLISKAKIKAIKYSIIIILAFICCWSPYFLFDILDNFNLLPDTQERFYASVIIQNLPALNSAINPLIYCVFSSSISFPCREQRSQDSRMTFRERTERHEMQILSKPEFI
# * marks the source's active call; other numbers are inactive results; ? = inconclusive; . = no result given; [ ] = remark or other dose. Calls come from the whole dose curve; as a rule, active = well fitted curve in the direction sought with a large enough effect; inconclusive = small, poorly fitted or top-dose-only effect, or another doubt; inactive = no such curve, though single readings can be large; an effect the other way counts as inactive or inconclusive.
canonical_smiles	Epigenetic derep	NPSR antag	Luc counter	L3MBTL1 inh	IMPase Li cell	HttQ103 aggreg	CBFb RUNX1 block
COc1ccc(-c2nc(-c3ccccc3)c(-c3cc([N+](=O)[O-])ccc3C)[nH]2)cc1O	-0.4%	?	4%	-22%	-2%[38.3 µM]	-31%	-21%
CCOc1ccc2c(c1)[nH]c(=S)n2C	-1.1%	-27%	.	4%	.	-16%[9.22 µM]	2%
COc1cccc(CC(=O)n2nc(N)c3cc4ccc(OC)cc4nc32)c1	2.7%	-8%[46.1 µM]	-2%	.	9%[38.3 µM]	-10%	-1%
Cc1cc([N+](=O)[O-])nn1Cc1ccc(F)cc1	2.2%	-2%	0%	26%	-32%	-1%	7%
CC(=O)c1ccc(OCC(=O)c2ccc(-c3ccccc3)cc2)cc1	1.1%	-4%	-2%	1%	-3%	-12%	16%
O=c1[nH]cnc2sc3c(c12)CCN(Cc1ccccc1)C3	0.9%	5%	0%	2%	5%	?	?
CCn1nnc2c(=O)oc3ccccc3c21	-0.1%	-7%	-2%	22%	-2%	3%	-11%
Cn1cnnc1SCc1ccc(C(=O)N=Nc2c(O)n(C)c3ccccc23)cc1	-3.0%	-30%	2%	-2%	17%	30%	-3%
CCCCNC(=S)Nc1ccc(F)cc1	7.0%	-14%	.	3%	.	15%[9.22 µM]	2%
CCN(CC)C(=O)Cn1c(=O)n(-c2ccccc2)c(=O)c2sccc21	-2.7%	9%	-2%	.	1%	17%	-15%
O=C(c1cccc(C(F)(F)F)c1)C1CCCN(Cc2ccc(OCCO)cc2)C1 (configuration not stated)	1.0%	0%	-1%	5%	28%	-5%[9.22 µM]	2%
Cc1ccc(C2CC(=O)Oc3cc(C)c(Br)c(C)c32)cc1 (configuration not stated)	5.3%	.	0%[39.9 µM]	18%	15%	.	14%[89.1 µM]
COC(=O)Cc1ccc(NC(=O)c2ccc(C(C)(C)C)cc2)cc1	-0.3%	-19%[46.1 µM]	-3%	.	29%[38.3 µM]	9%	3%
CCn1c2ccccc2c2cc(NC(=O)C/C(C)=N/NC(=O)c3ccccc3N)ccc21	0.8%	-22%[46.1 µM]	4%	-1%	-3%[38.3 µM]	-13%	-11%
COC(=O)c1cc(NC(=O)c2cc(-c3ccc(OC)cc3)oc2C(F)(F)F)ccc1N1CCOCC1	3.7%	-15%	.	.	.	-13%[9.22 µM]	-10%
COc1ccccc1-c1nnc(SCC(=O)NC2CCS(=O)(=O)C2)n1N (configuration not stated)	-2.2%	16%	-1%	.	-2%	-16%	2%
COc1cccc(C(=O)NCc2cccnc2)c1	1.0%	24%[46.1 µM]	0%	.	6%[38.3 µM]	-19%	6%
COC(=O)c1nn(-c2ccccc2)c(Sc2ccc(C)cc2)c1/C=N/O	0.1%	-25%[46.1 µM]	-1%	-6%	13%[38.3 µM]	-7%	1%
Cc1ccc(S(=O)(=O)CCc2nnc(NC(=O)CCl)s2)cc1C	6.1%	46%	1%	1%	10%	-9%[9.22 µM]	2%
Oc1ccccc1N=Cc1sc2ccccc2c1Cl	?	-10%	-2%	-1%	-4%	10%	-5%
COc1ccc([N+](=O)[O-])cc1NC(=S)NC(=O)C(C)(C)C	-0.6%	-42%	-1%	-3%	8%	-1%	-1%
Cc1nc2ccccc2c(=O)n1CC(=O)N1CCOCC1	-13%	-10%[46.1 µM]	3%	8%	14%[38.3 µM]	-3%	3%
O=C(CN1CCCCCC1)NCCN1C(=O)S/C(=C\c2ccccc2Cl)C1=O	-1.3%	-16%	-2%	.	3%	-29%	1%
CCOc1ccc(NC(=S)NC(=O)/C=C/c2ccc(Br)cc2)c([N+](=O)[O-])c1	4.1%	?	.	.	.	-5%[9.22 µM]	3%
CCOC(=O)C1CCCN(CCC(C)c2ccccc2)C1 (configuration not stated)	0.0%	-4%[46.1 µM]	7%	.	43%[activator][38.3 µM]	-7%	2%
CCCN(CCC)C(C)C(=O)NCC1(c2ccccc2)CCCC1 (configuration not stated)	-0.1%	44%	0%	19%	28%	25%[9.22 µM]	14%
O=C(Nc1ccccc1C(=O)NCc1ccco1)Nc1cccc2ccccc12	-0.2%	-32%	0%	-8%	12%	?	-9%
NC(=O)Cn1nc([N+](=O)[O-])nc1Oc1ccccc1C(=O)N1CCOCC1	1.1%	7%	-1%	1%	0%	-1%	4%
CC(=O)c1cccc(NC(=O)c2ccoc2C)c1	-1.2%	11%	-2%	-8%	0%	11%[9.22 µM]	-1%
Cc1nc2c(c(=O)n1CCC1=CCCCC1)c1nc3ccccc3nc1n2/N=C/c1ccco1	2.2%	10µM*	-5%	?	4%[38.3 µM]	-24%	?
CCC(=O)N1CCN(C(=O)CC)C1c1ccccc1	0.0%	13%[46.1 µM]	0%	5%	-4%[38.3 µM]	-4%	-4%
Cc1cc(Nc2cccc(O)c2)c2ccccc2n1	-1.9%	4%	-4%	8%	5%	6%	6%
Cc1c(C(=O)C(C)C)n(C)c2ccccc12	-1.2%	7%[46.1 µM]	-2%	6%	-7%[38.3 µM]	2%	2%
Cc1c(OCc2ccccc2)c(=O)ccn1Cc1ccccc1	0.8%	-8%[46.1 µM]	-7%	-5%	8%[38.3 µM]	?	6%
CC(C)NC(=O)c1cc(-c2cccs2)on1	-2.0%	-11%[46.1 µM]	-4%	.	26%[38.3 µM]	-10%	1%
O=C(Nc1ccccc1)N1CCN(CCc2ccccc2)CC1	0.4%	4%	0%	3%	-1%	13%	6%
c1cncc(CNc2ncncc2-c2ccc3c(c2)OCO3)c1	0.3%	.	1%	.	6%	.	.
CC(NC(=O)c1cnccn1)c1ccc(S(N)(=O)=O)cc1 (configuration not stated)	1.5%	-7%	.	10%	.	2%[9.22 µM]	-14%
CCOC(=O)c1sc(NC(=S)NC(=O)C23CC4CC(CC(C4)C2)C3)cc1C	-1.0%	-34%	1%	4%	-12%	-16%	1%
COc1cccc(CC(=O)NCC2COc3ccccc3O2)c1OC (configuration not stated)	-10.0%	3%[46.1 µM]	-2%	-13%	-11%[38.3 µM]	-4%	1%
COc1cc(C2c3cc4c(cc3C(OC3OC5COC(C)O[C@@H]5C(O)C3O)C3COC(=O)C23)OCO4)cc(OC)c1O (some centres not stated)	0.0%	.	3%	.	-4%	.	4%
Cc1c(Nc2nc3ccccc3nc2N2CCN(c3ccccc3)CC2)c(=O)n(-c2ccccc2)n1C	0.0%	-16%[46.1 µM]	0%	.	44%[activator][38.3 µM]	?	-4%
CCOC(=O)C1(CCOc2ccccc2)CCN(Cc2ccc3nonc3c2)CC1	6.9%	?	8%	?	23%	6%[9.22 µM]	4%
O=C1CCNc2cc3ccccc3cc21	-1.9%	-13%[46.1 µM]	-24%	.	67%[activator][38.3 µM]	?	-2%
COC(=O)Cn1c(=NC(=O)CSCC(=O)NC2CCCCC2)sc2cc(OC)ccc21	5.0%	-16%[46.1 µM]	-3%	.	38%[38.3 µM]	10%	0%
CS(=O)(=O)N1CCc2ccccc2C1	-0.8%	12%[46.1 µM]	2%	10%	1%	-8%	5%
CC(C)Cn1cc(C(=O)N2CCOCC2)c2c3ccccc3n(C)c2c1=O	-1.8%	-10%[46.1 µM]	.	6%	.	-10%	-1%
COc1ccc(N(C(=O)CCl)C(C(=O)NCCc2ccccc2)c2cccs2)cc1Cl (configuration not stated)	-1.0%	?	1%	-7%	24%	7%[9.22 µM]	-8%
Cc1cc(C)n2c(Br)c(CSc3nc4ccccc4o3)nc2n1	0.0%	-14%[46.1 µM]	-4%	-2%	-15%[38.3 µM]	4%	-1%
COc1cccc([C@@H]2Oc3ccc(Br)cc3C(=O)[C@H]2OC(=O)NS(=O)(=O)c2ccc(C)cc2)c1	-0.3%	.	1%	.	-9%	.	0%
N#Cc1c(-c2ccccc2)nc(N2CCOCC2)[nH]c1=O	7.0%	1%[46.1 µM]	3%	9%	?	19%	5%
COc1ccccc1OCC(=O)N1CCNC1=O	-1.0%	16%	2%	15%	4%	5%	9%
CC(C)NC(=O)c1cc2nc(-c3ccco3)cc(C(F)(F)F)n2n1	0.0%	12%[46.1 µM]	3%	.	20%[38.3 µM]	0%	2%
O=C(COC(=O)c1cncc(Br)c1)NCc1ccccc1Cl	-0.3%	6%	-5%	8%	0%	-15%	12%
c1ccc2c(c1)N1CCN=C1N2CCN1CCCCC1	-2.5%	23%[46.1 µM]	1%	-1%	3%[38.3 µM]	-2%	3%
CC1CCN(c2nc3c(c(=O)n(C)c(=O)n3C)n2CCSc2ncccn2)CC1	0.0%	-4%[46.1 µM]	2%	-1%	21%[38.3 µM]	2%	4%
Cc1c(C(=O)O)[nH]c2c1C(=O)CC(c1ccccc1)C2 (configuration not stated)	-2.6%	16%[46.1 µM]	-4%	0%	-1%[38.3 µM]	0%	-7%
O=C(NNc1nc2ccccc2s1)Nc1ccc(F)cc1	-5.9%	-2%	.	.	.	23%[9.22 µM]	?
Cc1ccc(C23CC4CC(CC(CN)(C4)C2)C3)cc1	1.1%	-15%	-4%	-1%	-5%	11%	-2%
O=C(NCC1CC1)Nc1cccs1	-2.1%	17%	.	0%	.	-8%[9.22 µM]	5%

# (cont.)
canonical_smiles	Epigenetic derep	NPSR antag	Luc counter	L3MBTL1 inh	IMPase Li cell	HttQ103 aggreg	CBFb RUNX1 block
O=C(Cn1[nH]c(=O)c2ccccc2c1=O)OCC(=O)N1CCc2ccccc2C1	-1.1%	-7%[46.1 µM]	-5%	6%	-3%[38.3 µM]	6%	-5%
CCCC(c1nnnn1CCc1ccccc1)N1CCN(C2CCCC2)CC1 (configuration not stated)	-1.0%	-26%[46.1 µM]	11%	0%	4%[38.3 µM]	0%	5%
N#Cc1nc(COc2ccccc2)oc1NCCN1CCOCC1	-0.5%	-1%[46.1 µM]	1%	-1%	1%[38.3 µM]	-2%[9.22 µM]	7%
COc1ccc(C(=O)NCC(=O)OCC(=O)NCCC2=CCCCC2)cc1	-3.5%	6%	5%	-6%	-4%	21%	5%
COc1ccc(C)c(-n2c(N)cc(=O)n(Cc3ccccc3)c2=O)c1	-1.4%	-5%[7.67 µM]	.	7%	.	3%[9.22 µM]	7%
CCn1c2c(c3cc(C(=O)O)ccc31)CCCC2=O	0.0%	11%[46.1 µM]	6%	.	-27%[38.3 µM]	-2%	2%

# Source: PubChem (National Center for Advancing Translational Sciences (NCATS))

# A portion of the library, so the mix of outcomes need not match the whole.
